Assay outcomes as filed in PubChem.
15-hLO-2 inh = qHTS Assay for Inhibitors of 15-hLO-2 (15-human lipoxygenase 2); Polyunsaturated fatty acid lipoxygenase ALOX15B (Homo sapiens), O15296; purified 15hLO-2, xylenol orange hydroperoxide absorbance; Potency, µM (doses to about 57.1 µM), inactives show at the top dose activity change, negative = inhibition, usual class: inhibitors; hit rate 0.56% among 110,000; note: potency is the fitted concentration of half-maximal effect; nearly all actives have a fitted effect of over 60% in size; many of its hits are not listed in these tables
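Enzyme 50 nM, AA 45 uM, 25 mM Hepes pH 7.5 + 0.01% Triton X-100; cpd preinc 15 min RT, rxn 90 min RT; stop/detect with 200 uM XO + 300 uM Fe(II) in 50 mM H2SO4, 30 min; A573/A405.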
IMPase inh = qHTS Assay for Identifying the Cell-Membrane Permeable IMPase Inhibitors; inhibition (IP1 accumulation), % at 46.1 µM; CHO-M1 cells, IP1 accumulation, HTRF TR-FRET ratio; 120,000 tested, under 10 active; Inositol monophosphatase 1 (Rattus norvegicus), P97697; active = well fitted curve in the direction sought with a large enough effect in the signal ratio, not every such curve was filed as active; inconclusive = small, poorly fitted or top-dose-only effect, or a change in a side signal; inactive = no such curve, though single readings can be large or run the other way; the % refers to the signal ratio;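 note: cells stimulated with carbachol in lithium chloride buffer; plate controls were DMSO basal wells for no effect and reference inhibitor wells for full effect; higher means more IMPase inhibition seen as more IP1 and lower FRET ratio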
Target sequence (P97697 whole entry, looked up): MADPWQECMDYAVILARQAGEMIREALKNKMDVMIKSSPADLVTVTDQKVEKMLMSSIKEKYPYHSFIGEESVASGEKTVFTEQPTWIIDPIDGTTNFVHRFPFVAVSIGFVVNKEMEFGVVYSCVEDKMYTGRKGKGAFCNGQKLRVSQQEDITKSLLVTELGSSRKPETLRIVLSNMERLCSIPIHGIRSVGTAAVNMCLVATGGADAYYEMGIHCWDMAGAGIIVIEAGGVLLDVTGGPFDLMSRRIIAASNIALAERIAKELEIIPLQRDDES
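The IP-One HTRF competitive assay in carbachol-stimulated CHO-M1 cells quantifies cellular IP1. Compounds spanned up to 46 uM final, and activity is expressed as AC50 from concentration-response fits of the ratio and donor data.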
PNC inhibitor = High Content Assay for Compounds that inhibit the Assembly of the Perinucleolar Compartment; PC3M PTB-GFP, PNC prevalence imaging, 16 h; active compounds read low; hit rate 3.1% among 140,000; AID 2417, 2010; activity change (PNC), negative = inhibition, % at 10 µM;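 active = readout at or below -70, meaning at least 70% loss of cells showing the perinucleolar compartment, a nuclear body marking cancer cells; inconclusive = readout between -30 and a set limit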;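 note: plate controls were DMSO wells for no effect and camptothecin positive control wells for full effect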
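Read-out is percentage of cells bearing a perinucleolar compartment, from automated 20x imaging of fixed, Hoechst-stained PC3M PTB-GFP cells. Cells were seeded 4 h, then exposed 16 h to compound (23 nl of library stock) in duplicate plates.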
ALOX12 inhib = qHTS Assay for Inhibitors of 12-hLO (12-human lipoxygenase); Polyunsaturated fatty acid lipoxygenase ALOX12 (Homo sapiens), P18054; purified 12-hLO, xylenol orange hydroperoxide absorbance; Potency, µM (highest dose often 57.1 µM), without a hit: top-dose activity change, negative = inhibition, most hits filed as inhibitors; hit rate 0.12% among 150,000; note: potency is the fitted concentration of half-maximal effect; nearly all actives have a fitted effect of over 55% in size; many of its hits are not listed in these tables
Target sequence (P18054 whole entry, looked up): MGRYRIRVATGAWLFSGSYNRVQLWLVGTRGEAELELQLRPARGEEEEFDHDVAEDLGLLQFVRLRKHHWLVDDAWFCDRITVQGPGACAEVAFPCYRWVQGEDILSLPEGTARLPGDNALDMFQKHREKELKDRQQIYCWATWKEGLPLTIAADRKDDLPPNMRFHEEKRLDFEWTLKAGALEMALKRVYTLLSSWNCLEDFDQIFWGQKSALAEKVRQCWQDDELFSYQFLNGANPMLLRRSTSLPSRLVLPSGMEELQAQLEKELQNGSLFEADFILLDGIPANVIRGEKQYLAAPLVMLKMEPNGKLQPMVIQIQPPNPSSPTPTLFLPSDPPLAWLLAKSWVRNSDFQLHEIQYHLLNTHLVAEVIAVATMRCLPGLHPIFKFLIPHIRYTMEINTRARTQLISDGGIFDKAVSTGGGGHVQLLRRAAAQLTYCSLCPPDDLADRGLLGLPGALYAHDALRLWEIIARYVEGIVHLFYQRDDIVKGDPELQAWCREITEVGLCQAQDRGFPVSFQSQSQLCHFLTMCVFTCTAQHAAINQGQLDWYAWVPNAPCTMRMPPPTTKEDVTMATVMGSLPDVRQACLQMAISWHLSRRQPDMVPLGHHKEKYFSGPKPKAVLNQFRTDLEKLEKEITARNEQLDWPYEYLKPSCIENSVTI
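Purified human 12hLO (150 nM final) was preincubated with compounds for 15 min at room temperature in 25 mM Hepes pH 7.0, 0.01% Triton X-100, then reacted with 40 uM arachidonic acid for 30 min. Hydroperoxide was detected with ferrous iron/xylenol orange.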
Active calls of the source: *; ? = inconclusive; · = no result given; & = joins results of further samples; [ ] = remark or other dose. Unless noted, calls come from the whole dose curve; as a rule, active = well fitted curve in the direction sought with a large enough effect; inconclusive = small, poorly fitted or top-dose-only effect, or another doubt; inactive = no such curve, though single readings can be large; an effect the other way counts as inactive or inconclusive. Unless noted, % is set by controls: 0 for no effect and ±100 for the full control effect.

1. O=C(Nc1cccc(F)c1)c1cccc(S(=O)(=O)N2CCOCC2)c1
2. Cc1sc2nc(CN3CCOCC3)nc(NCCc3ccccc3)c2c1C
3. N#Cc1c(-n2cccc2)cccc1-n1cccc1
4. Cc1nn(-c2ccc(C(=O)Nc3nnc(C4CC4)s3)cc2)c(C)c1Cl
5. COc1ccc(C(=O)OCC(=O)NCC2CCCCC2)cc1S(=O)(=O)N1CCCc2ccccc21

screen / no.,1,2,3,4,5
15-hLO-2 inh,·,44%[activator],4%,-1%,11%
IMPase inh,-17,6,?,4,5
PNC inhibitor,212,-17,?,?,15
ALOX12 inhib,3%,0%,-1%,-3%,7%

6. O=C(CSc1ccccc1)NCc1ccco1
7. O=C(N/N=C/c1ccc[nH]1)c1sc2ccccc2c1Cl
8. Cc1nc2ccc(NC(=O)Cc3cccs3)cc2s1
9. CCOC(=O)C1=C(C(F)(F)F)Nc2ncnn2C1c1cc(OC)c(OC)cc1OC (stereo not given)
10. Cc1ccc2c(c1)nc(NCCCO)n2C

screen / no.,6,7,8,9,10
15-hLO-2 inh,·,-8%,-9%,·,-3%
IMPase inh,2,-8,-1,·,3
PNC inhibitor,-5,?,-21,202,-23
ALOX12 inhib,-6%,-22%,-5%,-3%,0%

11. CCCn1c(SCC(=O)NC23CC4CC(CC(C4)C2)C3)n[nH]c1=O
12. COc1ccc(-n2c(Cc3cccn3C)nnc2SCC(=O)N2CCCC2)cc1
13. O=C(NC(=S)Nc1ccccc1N1CCOCC1)c1cccs1
14. CC1=CC(C)C2COC(c3ccc[n+](C)c3)C1C2C (stereo not given)
15. O=C(NNC(=O)c1ccccc1Cl)c1ccncc1

screen / no.,11,12,13,14,15
15-hLO-2 inh,-1%,·,·,·,·
IMPase inh,2,5,·,·,·
PNC inhibitor,?,-8,12,-3,19
ALOX12 inhib,-8%,0%,?,3%,1%

16. Cc1ccc(C)c(S(=O)(=O)ON2C(=O)c3ccccc3C2=O)c1
17. COc1cc2c(cc1OC)C(C(C)C)=NC(C)(C)C2
18. Cc1nc2cnc(Oc3ccccc3)nc2n(CCC#N)c1=O
19. Cc1cc(N2CCOCC2)nc(SCc2ccc(Cl)cc2Cl)n1
20. CCN(CC)S(=O)(=O)c1cccc(C(=O)NC(C(=O)Nc2nnc(C)s2)C(C)C)c1 (stereo not given)

screen / no.,16,17,18,19,20
15-hLO-2 inh,·,·,7%,·,-11%
IMPase inh,-19,-16,·,7,-1
PNC inhibitor,41,35,·,46,51
ALOX12 inhib,0%,7%,-1%,-5%,-6%

21. Cc1ccc(S(=O)(=O)N2CCC(C(=O)N/N=C/c3ccccc3[N+](=O)[O-])CC2)cc1
22. Cc1nc(Nc2ccc(F)cc2)[nH]c(=O)c1CCC(C)C
23. O=S(=O)(NCC1CCCO1)c1cc(Br)c(Br)s1 (stereo not given)
24. COCCCNc1oc(COc2ccc(Cl)cc2Cl)nc1C#N
25. CCOc1ccc(N2C(=O)CN=C2Nc2ccccc2Cl)cc1

screen / no.,21,22,23,24,25
15-hLO-2 inh,·,·,1%,-5%,-1%
IMPase inh,·,-2,1,5,-26
PNC inhibitor,13,273,?,?,-14
ALOX12 inhib,-4%,5%,1%,-17%,1%

26. CCCCN(Cc1ccccc1)C(=O)C1CCCN(S(=O)(=O)c2cnc[nH]2)C1 (stereo not given)
27. O=C(N/N=C/c1cccs1)c1ccc2c(c1)OCO2
28. CN(C)/C=C1\C(=O)N(c2ccc(Oc3ccccc3)cc2)CS1=O (stereo not given)
29. CC1CCN(C(=O)c2cc3ccccc3o2)CC1
30. N#C/C(=C\Nc1ccccn1)C(=O)C1CC1

screen / no.,26,27,28,29,30
15-hLO-2 inh,6%,·,-1%,-22%,-7%[11.4 µM]
IMPase inh,4,2,5,7,·
PNC inhibitor,-7,42,19,-24,·
ALOX12 inhib,-3%,-3%,2%,-4%,-8%[11.4 µM]

31. Cc1cccc(OCCCn2c(CCNC(=O)C(C)C)nc3ccccc32)c1
32. Cn1c(N/N=C/c2c[nH]c3ccccc23)nc2ccccc21
33. Cn1c(=O)[nH]c(=O)c2c1nc(N1CCOCC1)n2CC(O)COc1ccccc1 (stereo not given)
34. COc1ccc(/C=N/NC(=O)c2[nH]c3ccc(Br)cc3c2-c2ccccc2)cc1
35. CCn1c(C)nc2cc(S(=O)(=O)C(F)(F)C(F)C(F)(F)F)ccc21 (stereo not given)

screen / no.,31,32,33,34,35
15-hLO-2 inh,·,20%,-7%,·,20%
IMPase inh,-11,16,3,·,5
PNC inhibitor,62,15,-10,?,22
ALOX12 inhib,4%,?,-2%,4%,-3%

36. CCOc1ccc(NC(=O)c2ccc(CSc3nnnn3C)cc2)cc1
37. COc1c2c(cc3oc(C)cc(=O)c13)OC(C(C)(C)OC1OC(CO)C(O)C(O)C1O)C2 (stereo not given)
38. Cc1ccsc1/C=N/NC(=O)c1sccc1C
39. COc1ccc(-c2cc3nc[nH]c(=O)c3s2)cc1
40. CCC(=O)Nc1ccc(NC(=S)Nc2ccccc2)cc1

screen / no.,36,37,38,39,40
15-hLO-2 inh,·,·,2%,1%,·
IMPase inh,·,·,-2,-11,·
PNC inhibitor,-9,30,-10,-6,?
ALOX12 inhib,-1%,0%,3%,-3%,-4%

41. NC(=O)C1CCCN(C(=O)Nc2cccc3ccccc23)C1 (stereo not given)
42. CCOC(=O)N1CCN(C(=O)CSCc2ccc(C)cc2)CC1
43. N#CC1=C(N)OC2=C(C(=O)CCC2)[C@]12C(=O)N(CC(N)=O)c1ccccc12
44. O=C(CCSc1nc2cc(Cl)ccc2o1)N1CCOCC1
45. Cc1ccc2c(c1)C(=NC1CCCCC1)c1cc3ccccc3nc1-2

screen / no.,41,42,43,44,45
15-hLO-2 inh,1%,-13%,0%,3%[11.4 µM],·
IMPase inh,-10,2,0,-10[1.84 µM],·
PNC inhibitor,-3,73,?,16,56
ALOX12 inhib,-1%,-1%,3%,5%,0%

46. CSc1nc(-c2ccccc2)nn1S(=O)(=O)c1ccccc1
47. CCOC(=O)c1sc2nccc(N(C)C)c2c1N=CNOC
48. Cc1c(Cl)c(-c2n[nH]c(=S)n2Cc2ccco2)nn1C
49. Cc1nc2nc(-c3ccccc3)cn2nc1C
50. O=C(CSc1ncn(-c2ccccc2)n1)Nc1ccc2c(c1)OCO2

screen / no.,46,47,48,49,50
15-hLO-2 inh,·,0%,7%,8%,-13%
IMPase inh,-7,-6,-6,-13,8
PNC inhibitor,?,10,19,15,1
ALOX12 inhib,2%,-2%,0%,-2%,-6%

51. O=c1cc(/C=C/c2ccccc2)oc2c1ccc1ccccc12
52. COCCCN1C(=O)c2ccc(C(=O)Nc3ccccc3OC)cc2C1=O
53. CN1C(=O)/C(=C/c2cc(N=Nc3ccccc3)ccc2O)SC1=S
54. COc1cccc(-c2nnc(NC(=O)C(C)C)o2)c1
55. N#CCCN(Cc1cccnc1)S(=O)(=O)c1ccc(S(=O)(=O)N2CCCCCC2)cc1

screen / no.,51,52,53,54,55
15-hLO-2 inh,·,2%,?,-1%,5%
IMPase inh,·,-7,5,-4,17
PNC inhibitor,42,?,-24,5,40
ALOX12 inhib,2%,-3%,-16%,5%,-2%

56. Cn1c(=O)c(=O)n(C)c2cc(S(=O)(=O)CCC(=O)N3CCOCC3)ccc21
57. CC(Oc1ccccc1)C(=O)Nc1ccccc1O (stereo not given)
58. O=C1CC(NCc2ccccc2F)C(=O)N1c1ccccc1 (stereo not given)
59. CO[C@]1(C2=NCCN2)COc2ccccc2O1
60. OC1CCCN(C(=S)Nc2ccc(SC(F)F)cc2)C1 (stereo not given)

screen / no.,56,57,58,59,60
15-hLO-2 inh,4%,-7%,-5%,18%&5%,·
IMPase inh,?,2,-5,-7&2,0
PNC inhibitor,23,0,8,·,-10
ALOX12 inhib,3%,5%,-2%,-8%&6%,3%

61. O=C(Nc1ccc2c(c1)OCO2)C1CCCN1C(=O)NCc1ccccc1 (stereo not given)
62. COc1ccc(CCn2c3c(c(=O)[nH]c2=O)C(NC(=O)c2cccs2)(C(F)(F)F)C(=O)N3)cc1OC (stereo not given)
63. COc1cccc(NC(=O)CSc2nnc(-c3ccoc3C)n2CC2CCCO2)c1 (stereo not given)
64. CCCCNC(=O)c1cccc(NC(=O)C(=O)c2ccccc2NC(C)=O)c1
65. COc1cc(S(=O)(=O)NC2CCCCC2)ccc1F

screen / no.,61,62,63,64,65
15-hLO-2 inh,-5%,5%,3%,·,4%
IMPase inh,-7,0,8,-6,-6
PNC inhibitor,-28,0,2,?,?
ALOX12 inhib,-4%,-2%,1%,6%,10%

66. COC(=O)N1CCC2(CCN(C(=O)Nc3ccccc3)CC2)CC1
67. O=C(CNC(=O)c1ccc(-c2ccccc2)cc1)OCc1ccc(Cl)cc1
68. Cc1cc(OCC(=O)c2ccc(Br)cc2)ccc1N1C(=O)CCC1=O
69. COc1ccc(NC(=S)NN2CCOCC2)cc1OC
70. Nc1cccc(C(=O)O)c1

screen / no.,66,67,68,69,70
15-hLO-2 inh,13%,·,-7%,·,·
IMPase inh,·,·,-5,?,·
PNC inhibitor,·,-4,-4,?,-4
ALOX12 inhib,0%,-1%,-2%,-1%,-2%

71. COc1cc(/C=C/C(=O)OCC(=O)N2CCc3ccccc3C2)ccc1O
72. COc1ccccc1NS(=O)(=O)c1ccc(NC(=O)c2nc3ncccn3n2)cc1
73. Cc1ccc(NCc2nnc(SCC(=O)Nc3ncc(C)s3)n2CC2CCCO2)c(C)c1 (stereo not given)
74. Cc1cccc(N2CCN(C(=O)c3cccc(N4C(=O)C5CC=CC(C)C5C4=O)c3)CC2)c1C (stereo not given)
75. CC1CCN(c2oc(-c3cccc4ccccc34)nc2C#N)CC1
76. CN(C)c1ccc(-c2nnn(Cc3ccccc3Br)n2)cc1

screen / no.,71,72,73,74,75,76
15-hLO-2 inh,·,-1%,-2%,-8%,·,7%
IMPase inh,·,-1,7,5,?,4
PNC inhibitor,-16,1,-16,-21,-100*,3
ALOX12 inhib,0%,3%,-7%,-8%,-5%,-4%

Not all compounds are listed, so the mix of outcomes need not match the whole.
